Abeta yeast res: A-beta toxicity reversal in yeast; yeast expressing A-beta42, growth rescue, OD600, 48 h; response scale: 0% DMSO, 100% iron-clioquinol control; Potency, µM (series often up to 46.1 µM), for inactives: at the highest dose growth rescue, most hits filed as activators; 0.063% of 410,000 active; further: potency means the concentration at half of the fitted maximal effect; nearly all actives have a fitted effect of over 55% in size
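Yeast growth medium received pinned compounds, then yeast cells expressing toxic A-beta were added; plates incubated at 30 C for 48 hr. Growth read as absorbance at 600 nm, normalized to DMSO and equimolar FeCl3 plus clioquinol controls.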
PLK1 PBD inh: PLK1 (human) polo-box domain binding inhibition; P53350; Plk1 PBD binding of FITC phosphopeptide, fluorescence polarization; Potency, µM, for the others: max response, negative = inhibition, usual class: inhibitors; 2.8% of 360,000 active; further: potency means the concentration at half of the fitted maximal effect; series mostly up to about 57 µM; on the % scale 0 is the no-effect control and ±100 the full control effect; nearly all actives have a fitted effect of over 65% in size
Target sequence (P53350 whole entry, looked up, the tested form may be a part): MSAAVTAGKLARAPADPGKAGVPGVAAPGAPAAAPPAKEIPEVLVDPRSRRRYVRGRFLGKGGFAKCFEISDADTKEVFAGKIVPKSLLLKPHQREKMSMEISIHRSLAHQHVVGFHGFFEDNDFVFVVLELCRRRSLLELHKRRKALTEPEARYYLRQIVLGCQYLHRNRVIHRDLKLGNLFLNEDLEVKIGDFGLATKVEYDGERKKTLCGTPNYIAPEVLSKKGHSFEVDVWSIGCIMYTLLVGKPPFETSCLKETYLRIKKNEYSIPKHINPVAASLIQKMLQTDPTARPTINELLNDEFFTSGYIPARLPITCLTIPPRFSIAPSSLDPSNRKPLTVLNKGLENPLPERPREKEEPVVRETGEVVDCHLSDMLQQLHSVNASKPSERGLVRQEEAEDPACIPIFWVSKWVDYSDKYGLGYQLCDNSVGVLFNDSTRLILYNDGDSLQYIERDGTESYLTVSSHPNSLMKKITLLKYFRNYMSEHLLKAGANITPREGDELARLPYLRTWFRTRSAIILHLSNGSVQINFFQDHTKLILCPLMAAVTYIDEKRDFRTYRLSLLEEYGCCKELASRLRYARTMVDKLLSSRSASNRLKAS
WRN inhibitor: WRN helicase (human) inhibition; WRN helicase unwinding, fluorescent forked duplex, kinetic; 0.46% of 360,000 active; Q14191; Potency, µM (doses to about 114 µM), without a hit: at the highest dose activity change, negative = inhibition, hits mostly inhibitors; further: potency means the concentration at half of the fitted maximal effect; on the % scale 0 is the no-effect control and ±100 the full control effect; nearly all actives have a fitted effect of over 55% in size
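Enzyme (20 nM final) and test compound sit together 15 min at room temperature before substrate addition. Substrate is a single-forked duplex oligonucleotide (100 nM) labelled with fluorophore and quencher, with 2 mM ATP; helicase unwinding raises red fluorescence, read kinetically.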
PI5P4Ka inh: inhibitors of human PI5P4K alpha. PI5P4Kalpha enzyme, ADP-Glo luminescence, 60 min; hits give low values. 1.2% of 330,000 active. AID 652105. max response, %; active means max response of -50% or lower; inconclusive means between -30% and -50%; inactive means -30% or higher; further: value at the top dose of about 77 µM; on the % scale 0 is the no-effect control and ±100 the full control effect
Target sequence (P48426 whole entry, looked up): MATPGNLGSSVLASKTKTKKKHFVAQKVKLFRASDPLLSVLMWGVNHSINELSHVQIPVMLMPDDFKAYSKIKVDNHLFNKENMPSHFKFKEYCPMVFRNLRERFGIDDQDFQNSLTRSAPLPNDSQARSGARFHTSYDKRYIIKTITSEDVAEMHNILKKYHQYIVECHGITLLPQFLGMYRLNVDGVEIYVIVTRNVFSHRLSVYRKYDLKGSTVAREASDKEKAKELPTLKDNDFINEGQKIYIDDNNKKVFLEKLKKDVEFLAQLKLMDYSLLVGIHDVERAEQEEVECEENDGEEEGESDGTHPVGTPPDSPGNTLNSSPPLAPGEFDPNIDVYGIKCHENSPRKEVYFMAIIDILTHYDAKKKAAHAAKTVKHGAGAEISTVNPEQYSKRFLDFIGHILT
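Enzyme plus substrate dispensed, test compounds pinned in, then ATP (5 microM final) added. After 60 min at RT, ADP-Glo reagent 1 for 45 min and reagent 2 for 30 min preceded luminescence imaging.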
IL2 activator: activates IL-2 in a cell-based reporter assay; AID 652025; activation, % (series mostly up to about 46 µM); IL-2 activation reporter assay, cell-based qHTS; stimulated with anti-CD3/CD4/CD28 beads; in transgenic mouse T cells; 0.065% of 360,000 active; in the data active means activation above about 50%; inconclusive means mostly about 30% to 49%; further: 0% is about no effect
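Unstimulated transgenic mouse T cells preincubated 60 min with compound, then stimulated with anti-CD3/anti-CD4-coated beads plus anti-CD28 for 18 h at 37 degrees C. IL-2 response read as EGFP and DsRed fluorescence by plate cytometry.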
EPAC1 agonist: EPAC1 (human) agonism; O95398; EPAC1 agonist qHTS, biochemical assay; response scale: 100% = response to 6.5 mM cAMP; Potency, µM (top dose mostly 154 µM), for the others: at the highest dose activation, actives largely listed as activators; 0.073% of 360,000 active; further: potency means the concentration at half of the fitted maximal effect; nearly all actives have a fitted effect of over 60% in size
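Fluorescent GDP-exchange assay: 100 nM EPAC1 with 250 nM Rap1B preloaded with BODIPY-GDP and 50 uM GDP; compounds tested as concentration series, 5 min at room temperature, then read every 5 min for 30 min (ex 480/em 540 nm); normalized to 6.5 mM cAMP.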
EPAC1 antag: antagonists of human EPAC1; EPAC1 GEF assay, Rap1b-BODIPY-GDP exchange fluorescence; 0.14% of 360,000 active; O95398; Potency, µM (series often up to 115 µM), for inactives: at the top dose activity change, negative = inhibition, usual class: inhibitors; AID 720709;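 further: potency means the concentration at half of the fitted maximal effect; plate controls were vehicle for no effect and positive control for full effect; nearly all actives have a fitted effect of over 50% in size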
FUS suppressor: FUS proteinopathy suppression in yeast. S. cerevisiae FUS-expressing, growth rescue, OD600, 24 h. Potency, µM (top dose mostly 76.6 µM), without a hit: at the top dose growth rescue (activation), most hits filed as activators. 0.24% of 390,000 active;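 further: potency means the concentration at half of the fitted maximal effect; plate controls were DMSO vehicle for no effect and reference control for full effect; nearly all actives have a fitted effect of over 55% in size; some results filed as inactive show a strong effect at the top dose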
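Restored growth of FUS-toxic S. cerevisiae, read as 600 nm absorbance after 24 h at 30C in galactose medium (starting OD 0.005). Controls CP55940 and DMSO.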
Starred values were filed as active, the others as inactive; ? = inconclusive; . = no result given; [ ] = dose if it differs, or a comment. Unless noted, the call rests on the fitted dose curve; in most records, active means well fitted curve in the direction sought with a large enough effect; inconclusive means small, poorly fitted or top-dose-only effect, or another doubt; inactive means no such curve, though single readings can be large; an effect the other way counts as inactive or inconclusive.

SMILES | Abeta yeast res | PLK1 PBD inh | WRN inhibitor | PI5P4Ka inh | IL2 activator | EPAC1 agonist | EPAC1 antag | FUS suppressor
CCOc1ccc(/C=N/Nc2cc(C)nc(N3CCOCC3)n2)cc1 | -3% | -9% | -1% | 5 | -0.5 | 10% | 1% | 9%
CC(C)c1ccccc1NC(=O)C1CC(=O)N(C2CCCC2)C1 (stereo not drawn) | 6% | -9% | 3% | 2 | 0.1 | 6% | 0% | 2%
COc1ccc(C(=O)NCC2OCCc3ccccc32)cc1 (stereo not drawn) | -2% | 2% | 4%[57.1 µM] | -1 | -0.5 | -2% | 10% | -6%
Cc1cccc(-c2n[nH]c(=S)n2/N=C/C=C/c2ccco2)c1 | ? | -14% | -21%[57.1 µM] | ? | 0.2 | -6% | ? | 25%
COc1ccc(/C(N)=N/OC(=O)c2c(-c3ccccc3Cl)noc2C)cc1OC | 0% | -2% | 4% | -1 | -5.0 | -2% | -19% | 7%
O=C1c2ccccc2C(=O)N1c1ncccn1 | -3% | -5% | 7% | 0 | 1.5 | 2% | 1% | -5%
CCN(C(=O)CSc1nnc(-c2ccc(Cl)cc2)n1C)C1CCS(=O)(=O)C1 (stereo not drawn) | -8% | -12% | -30% | 2 | -3.0 | 0% | -20% | -6%
CCOC(=O)C1(Cc2ccccc2)CCN(Cc2cccn2-c2cccnc2)CC1 | 4% | 3% | -2% | -2 | -0.1 | 1% | 3% | -1%
COc1ccc(NC(=O)c2cc3cc(OC)ccc3oc2=N)cc1 | 2% | -3% | 0% | 5 | -1.3 | 2% | -12% | 9%
COc1ccc(CCNC(=O)COC(=O)/C=C/c2ccc(OC)c(OC)c2)cc1 | -6% | -6% | -5% | 1 | 0.9 | 4% | -5% | 28%
CCc1ccc(Oc2coc3cc(O)ccc3c2=O)cc1 | ? | 3% | 7% | 2 | -1.5 | 1% | 10% | -17%
CCCC(NC(=O)COc1cc2c(c3oc(=O)c(C)c(C)c13)CCC(C)(C)O2)C(=O)O (stereo not drawn) | 2% | 8% | -13% | 4 | 0.1 | -6% | -11% | 11%
CCCCN1C(=O)C(CC(=O)NCCN2CCOCC2)CC(C(=O)N(CC)CC)=C1C (stereo not drawn) | 6% | -9% | -3% | 4 | -0.9 | 9% | -24% | -29%
COc1ccc(CCNC(=O)C/C(C)=N/NC(=O)C23CC4CC(CC(C4)C2)C3)cc1OC | 1% | -21% | 2% | 8 | 1.8 | 9% | -5% | -3%
CCOC(=O)C1CCN(S(=O)(=O)c2c(C)[nH]c(C)c2C(=O)N2CCCCC2)CC1 | 7% | 2% | -5% | 2 | 2.7 | -2% | -9% | -12%
COCCN1C(=O)N(c2cccc(C)c2)C(=O)C1CC(=O)Nc1cc(OC)cc(OC)c1 (stereo not drawn) | 2% | 7% | -3% | -1 | 0.3 | 15% | 3% | 13%
CN(C)C(CNC1CC(C)(C)NC(C)(C)C1)c1cccc(F)c1 (stereo not drawn) | -2% | -20% | 7% | -3 | -0.2 | 8% | -2% | 13%
O=C1C2CC=CCC2C(=O)N1c1ccc(NCCc2ccc(O)cc2)c([N+](=O)[O-])c1 (stereo not drawn) | 1% | 2% | -17% | -2 | -5.3 | 4% | -7% | 4%
COc1ccccc1OCCNC1CCCC1 | 9% | 4% | 5% | -6 | 0.2 | 4% | 11% | -11%
CC(C)CN1C(=O)C(=O)N(CC(=O)NC2CCCc3ccccc32)C1=O (stereo not drawn) | 13% | 1% | -6% | 0 | -2.3 | -3% | -13% | 15%
CCN(CC(=O)Nc1ccccc1OC)C(=O)/C=C/c1cccs1 | 2% | -3% | 4% | -4 | 0.5 | 16% | -14% | 17%
COC(=O)C1=CN(Cc2ccc(OC)c(OC)c2)C=C(C(=O)OC)C1c1cccs1 | -14% | -6% | -7% | 1 | -2.9 | -5% | -27% | ?
CCN1CCN(C(C(=O)NC2CCCC2)c2ccc(Cl)cc2)CC1 (stereo not drawn) | -13% | 4% | 3% | 2 | -3.1 | -13% | 5% | -9%
O/N=C/c1nc2cc(Cl)ccc2o1 | -34%[inhibitor] | -1% | -5% | 2 | -1.1 | 0% | 10% | -26%
COc1ccc(-c2cc(-c3ccc(O)cc3)nc(N)c2C#N)cc1OC | 8% | -3% | -24% | -28 | 0.4 | -2% | -23% | 26%
COc1cccc(NC(=O)CCNC(=O)N2CC(=O)Nc3ccccc32)c1 | 12% | -1% | 2% | 0 | -3.1 | 15% | 8% | 8%
COc1ccc(C(=O)/C=C/Nc2ccc(S(=O)(=O)Nc3nc(C)cc(C)n3)cc2)c(OC)c1 | -69%[inhibitor] | -18% | -18% | 1 | -1.4 | 8% | -11% | 37%
COc1ccc(CCNC(=O)c2cc3c(=O)n4ccccc4nc3n(CC3CCCO3)c2=N)cc1OC (stereo not drawn) | 8% | -6% | 6% | -1 | 0.6 | -22% | 5% | -13%
O=C(Nc1ccc(Cl)c(C(F)(F)F)c1)NC1CC2CCCC(C1)N2Cc1ccccc1 (stereo not drawn) | 4% | 3% | -6% | 3 | -2.4 | 4% | -27% | 26%
Cc1ccc(NC(=O)COc2cccnc2[N+](=O)[O-])cc1S(=O)(=O)N1CCOCC1 | -6% | -4% | -15% | -3 | 0.0 | 4% | -7% | -1%

Reformatted as comma-separated lines: part of the list above
Structure,Abeta yeast res,PLK1 PBD inh,WRN inhibitor,PI5P4Ka inh,IL2 activator,EPAC1 agonist,EPAC1 antag,FUS suppressor
O/N=C/c1nc2cc(Cl)ccc2o1,-34%[inhibitor],-1%,-5%,2,-1.1,0%,10%,-26%
COc1ccc(-c2cc(-c3ccc(O)cc3)nc(N)c2C#N)cc1OC,8%,-3%,-24%,-28,0.4,-2%,-23%,26%
COc1cccc(NC(=O)CCNC(=O)N2CC(=O)Nc3ccccc32)c1,12%,-1%,2%,0,-3.1,15%,8%,8%

Next structures.
SMILES | Abeta yeast res | PLK1 PBD inh | WRN inhibitor | PI5P4Ka inh | IL2 activator | EPAC1 agonist | EPAC1 antag | FUS suppressor
Cc1onc(-c2c(Cl)cccc2Cl)c1C(=O)NN1CCCCCC1 | 1% | 1% | 6% | 0 | -0.7 | 1% | -12% | -6%
O=S(=O)(O)c1nnc2sc3ccccc3n12 | 10% | -22% | -20% | -11 | 0.2 | 0% | -14% | 6%
CCCc1cc(=O)[nH]c(SCC(=O)Nc2ccc(Cl)c(S(=O)(=O)N3CCOCC3)c2)n1 | 1% | -9% | -5% | 4 | -0.5 | -1% | 14% | 7%
Fc1ccc(-c2csc(=S)[nH]2)cc1 | -11% | 24µM* | -35% | -51* | 0.2 | 2% | -13% | 13%
COc1cccc(NC(=O)N2CCc3ccccc3C2)c1 | 19% | 1% | -1% | -3 | 0.8 | 9% | -28% | -2%
Cc1cc(C)cc(NC(=O)NCc2nnc(SCc3ccccc3)n2C)c1 | 15% | -8% | -4% | 0 | -1.2 | -2% | -12% | 30%
COc1ccc(Cl)cc1NC(=S)N(Cc1ccc(C(=O)O)cc1)Cc1ccc(OC)c(OC)c1 | 4% | ? | 2% | -10 | -1.5 | -13% | 5% | ?
O=C(O)CNC(=O)c1ccccc1Br | -3% | ? | 2%[57.1 µM] | 10 | 1.3 | -3% | -18% | -15%
Clc1ccc(-c2nc3ccccc3nc2-c2ccccc2)cc1 | -27% | -10% | -4% | 12 | -1.1 | 9% | -21% | -1%
Cc1ccc(C(=O)OCC(=O)N2CC(C)CC(C)C2)cc1S(=O)(=O)N1CCOCC1 (stereo not drawn) | 1% | -7% | -25% | 2 | 1.0 | -3% | -2% | 29%

Molecules above with a thiophene ring, fused or not (two):
SMILES | Abeta yeast res | PLK1 PBD inh | WRN inhibitor | PI5P4Ka inh | IL2 activator | EPAC1 agonist | EPAC1 antag | FUS suppressor
CCN(CC(=O)Nc1ccccc1OC)C(=O)/C=C/c1cccs1 | 2% | -3% | 4% | -4 | 0.5 | 16% | -14% | 17%
COC(=O)C1=CN(Cc2ccc(OC)c(OC)c2)C=C(C(=O)OC)C1c1cccs1 | -14% | -6% | -7% | 1 | -2.9 | -5% | -27% | ?

Next section:
SMILES | Abeta yeast res | PLK1 PBD inh | WRN inhibitor | PI5P4Ka inh | IL2 activator | EPAC1 agonist | EPAC1 antag | FUS suppressor
O=C1Nc2cc3c(cc2C1=O)sc1ccccc13 | -21% | -12% | 45µM* | -17 | -2.6 | 5% | -11% | 47%
Cc1cc(NC(=O)CSc2nnc(C3COc4ccccc4O3)o2)no1 (stereo not drawn) | 1% | -26% | -4% | 4 | -0.4 | -5% | 5% | 5%
COc1ccc(CN=C(NS(=O)(=O)c2cccs2)SC)cc1 | 31% | 1% | -18%[57.1 µM] | 3 | -2.9 | 0% | 1% | -7%
O=C(NC1=NCCS1)c1cccc(N2C(=O)c3ccccc3C2=O)c1 | 22% | 0% | -2% | 6 | -0.4 | 10% | 1% | -22%
Cc1onc(-c2ccccc2Cl)c1C(=O)Nc1ccc(-n2nncc2C(C)(C)C)cc1 | -5% | -6% | -2% | . | -3.6 | 14% | -6% | 1%
CCCC1=C([O-])C2N=CC=CC2=[N+](c2ccccn2)C1=O (stereo not drawn) | -10% | 1% | 2% | 2 | -0.1 | -8% | -9% | .
COc1cc(-c2noc(CCCC(=O)NC3CCCCC3)n2)cc(OC)c1OC | 15% | -3% | 0% | . | 1.9 | 5% | -2% | 37%
Clc1cccc(CSc2nnc(-c3cccnc3)n2Cc2ccco2)c1 | 16% | -11% | -23% | . | 1.8 | 0% | -7% | 31%
CCN1CCN(c2c(C=O)c(Cl)nc3ccc(OC)cc23)CC1 | 7% | -11% | -2% | -1 | -2.1 | 9% | -14% | -24%
COc1ccc(NC(=O)CCCc2nc3ccccc3c(=O)[nH]2)cc1Cl | 6% | 8% | -8% | -1 | -0.3 | 4% | -22% | -8%
CCOc1ccc(NC(=O)CN(C)C(=O)c2cccc3ccccc23)cc1OCC | 4% | 0% | -10% | 4 | -2.0 | 3% | 4% | 16%

Profiles as entered above. Order of screens: Abeta yeast res, PLK1 PBD inh, WRN inhibitor, PI5P4Ka inh, IL2 activator, EPAC1 agonist, EPAC1 antag, FUS suppressor
Cc1onc(-c2ccccc2Cl)c1C(=O)Nc1ccc(-n2nncc2C(C)(C)C)cc1 across the screens: -5%, -6%, -2%, ., -3.6, 14%, -6%, 1%
COc1cc(-c2noc(CCCC(=O)NC3CCCCC3)n2)cc(OC)c1OC across the screens: 15%, -3%, 0%, ., 1.9, 5%, -2%, 37%
O=C(NC1=NCCS1)c1cccc(N2C(=O)c3ccccc3C2=O)c1 across the screens: 22%, 0%, -2%, 6, -0.4, 10%, 1%, -22%
Cc1cc(NC(=O)CSc2nnc(C3COc4ccccc4O3)o2)no1 (stereo not drawn) across the screens: 1%, -26%, -4%, 4, -0.4, -5%, 5%, 5%

Screening results (PubChem)
